Screening data deposited in PubChem BioAssay by National Center for Advancing Translational Sciences (NCATS).
ATXN2 expr inh: ATXN2 expression inhibition. HEK-293 ATXN2-luciferase reporter, luminescence, 24 h. Potency, µM (highest dose often 57 µM), without a hit: top-dose activity change, negative = inhibition, most hits filed as inhibitors. 0.72% of 360,000 active. AID 1745845; further: on the % scale 0 is the no-effect control and ±100 the full control effect; nearly all actives have a fitted effect of over 55% in size
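ATXN2-luciferase reporter cells (luciferase flanked by upstream and downstream ATXN2 gene portions) were treated 24 h at 37 °C with compounds at up to 57 uM. SteadyGlo luminescence gave expression; GF-AFC fluorescence gave viability.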
Nrf2 inh: blocks Nrf2 signaling; A549 ARE-Fluc reporter, luciferase luminescence, 18-24 h; Potency, µM (series often up to 46 µM), for inactives: at the top dose activity change, negative = inhibition, hits mostly inhibitors; 2.1% of 360,000 active; further: on the % scale 0 is the no-effect control and ±100 the full control effect; nearly all actives have a fitted effect of over 60% in size
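Cells were seeded and rested 2 h, then exposed to compounds for 18-24 h. CellTiter-Fluor was read first as a viability measure. BugLite was added 15 min before the final luminescent read of ARE-luciferase activity in A549 cells.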
S2 tox: cell viability loss in ATXN counter-screen | S2 cells (HEK-293 line with an ATXN2-luciferase reporter) viability, CellTiter-Fluor protease fluorescence, 24 h | Potency, µM (series often up to 56.7 µM), actives largely listed as cytotoxic | 0.49% of 400,000 active; further: nearly all actives have a fitted effect of over 40% in size
EPAC2 antagonist: antagonists of human EPAC2. EPAC2 GEF exchange of Rap1B-BODIPY-GDP, fluorescence. Potency, µM (titrated, usually from 114 µM), for the others: at the highest dose activity, negative = inhibition, actives largely listed as inhibitors. 0.18% of 360,000 active. AID 720708; further: on the % scale 0 is the no-effect control and ±100 the full control effect; nearly all actives have a fitted effect of over 45% in size; many of its hits are not listed in these tables
Target sequence (Q8WZA2 whole entry, looked up): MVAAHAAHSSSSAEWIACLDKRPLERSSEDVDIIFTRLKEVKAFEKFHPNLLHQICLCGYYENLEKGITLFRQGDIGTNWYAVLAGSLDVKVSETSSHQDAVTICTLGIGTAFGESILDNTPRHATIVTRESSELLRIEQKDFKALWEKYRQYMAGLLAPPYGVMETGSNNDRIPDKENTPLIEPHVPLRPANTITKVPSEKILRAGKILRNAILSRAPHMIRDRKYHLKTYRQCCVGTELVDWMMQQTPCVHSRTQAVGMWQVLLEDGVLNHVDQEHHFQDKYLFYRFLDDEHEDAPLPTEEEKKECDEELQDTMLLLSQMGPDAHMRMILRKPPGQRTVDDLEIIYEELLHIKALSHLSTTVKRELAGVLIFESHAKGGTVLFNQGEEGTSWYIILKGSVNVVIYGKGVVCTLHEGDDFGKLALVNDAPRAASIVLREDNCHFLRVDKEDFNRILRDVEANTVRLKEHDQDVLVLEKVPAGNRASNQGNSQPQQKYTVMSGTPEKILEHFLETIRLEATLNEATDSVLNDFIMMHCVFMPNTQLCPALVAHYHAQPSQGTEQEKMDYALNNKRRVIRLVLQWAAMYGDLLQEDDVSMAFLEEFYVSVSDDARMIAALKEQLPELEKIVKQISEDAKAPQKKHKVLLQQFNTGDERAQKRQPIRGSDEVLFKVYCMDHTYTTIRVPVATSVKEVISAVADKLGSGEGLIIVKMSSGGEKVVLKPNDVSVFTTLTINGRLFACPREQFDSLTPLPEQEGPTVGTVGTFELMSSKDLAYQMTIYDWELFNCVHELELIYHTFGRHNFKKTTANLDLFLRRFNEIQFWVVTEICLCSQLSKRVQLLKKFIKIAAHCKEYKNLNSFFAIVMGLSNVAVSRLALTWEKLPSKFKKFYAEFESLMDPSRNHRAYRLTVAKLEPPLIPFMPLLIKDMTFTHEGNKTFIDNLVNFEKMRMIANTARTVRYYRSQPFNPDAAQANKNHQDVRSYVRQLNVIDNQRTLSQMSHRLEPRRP
HepG2 viability: kills HepG2 cells in TGF-b inhibitor counter-screen; 0.76% of 410,000 active; HepG2 CAGA-GFP viability, ATP luminescence, 18 h; Potency, µM (doses to about 46.1 µM), without a hit: at the top dose activity change, negative = cytotoxicity, actives largely listed as cytotoxic; AID 588856; further: some results filed as inactive show a strong effect at the top dose
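HepG2 CAGA-GFP cells (1000/well, DMEM with 1% FBS) received compound, then TGF-beta at 500 pg/mL final, and were incubated 18 hours at 37 degrees C. Viability was read by CellTiter-Glo luminescence. Media-only wells were set as complete cell-killing and DMSO as no toxicity.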
A549 viability: counter-screen for Nrf2 inhibitors: cytotoxicity in A549 cells | A549 ARE-Fluc cells, CellTiter-Fluor viability, 18-24 h | Potency, µM (doses to about 46 µM), for inactives: at the highest dose activity change, negative = cytotoxicity, actives largely listed as inhibitors | 0.16% of 390,000 active | AID 504648; further: on the % scale 0 is the no-effect control and ±100 the full control effect
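Cytotoxicity counterscreen: CellTiter-Fluor fluorescence was measured in A549 ARE_Fluc cells after 18-24 h of compound exposure in a concentration series. The subsequent BugLite luminescent read reports ARE-luciferase activity.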
MCF10A rereplic: induces DNA re-replication in MCF 10a normal breast cells; Potency, µM (top dose mostly 46.1 µM), without a hit: top-dose activity, positive = re-replication, hits mostly activators; MCF 10A DNA re-replication, Hoechst nuclear intensity, 48 h; AID 624296; 2.9% of 350,000 active; further: % of control where 0% means no effect; nearly all actives have a fitted effect of over 50% in size
Nrf2 ARE act: activates Nrf2 signaling; AREc32 ARE-luciferase reporter (MCF7-derived line), luminescence, 24 h; Potency, µM (series often up to 46.1 µM), for inactives: at the top dose activation, usual class: activators; 0.31% of 410,000 active; AID 624171; further: % of control where 0% means no effect; nearly all actives have a fitted effect of over 65% in size
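ARE activation measured as luciferase luminescence (Steady-Glo, 30 min RT) in AREc32_Fluc cells after 24 hr compound exposure at 37 deg C, 5% CO2; cells seeded overnight at 1000/well in OPTI-MEM, 5% FBS.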
TGFb inhibitor: TGF-b pathway inhibition; HepG2 CAGA-GFP TGF-b/SMAD3 reporter, GFP fluorescence, 18 h; TGF-beta stimulated, 500 pg/mL final; Potency, µM (highest dose often 46.1 µM), inactives show at the highest dose activity, negative = inhibition, usual class: inhibitors; 1.2% of 410,000 active; further: on the % scale 0 is the no-effect control and ±100 the full control effect; nearly all actives have a fitted effect of over 65% in size
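Cell-based qHTS in HEPG2 carrying a CAGA-GFP Smad reporter; compounds added before 500 pg/mL final TGF-beta, 18 h incubation at 37 degrees C, GFP fluorescence quantified per cell by imaging cytometry.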
Active calls of the source: *; i = inactive; ? = inconclusive; nt = no result given; & = joins results of further samples; [ ] = dose if it differs, or a comment. The call rests on the fitted dose curve; in most records, active means well fitted curve in the direction sought with a large enough effect; inconclusive means small, poorly fitted or top-dose-only effect, or another doubt; inactive means no such curve, though single readings can be large; an effect the other way counts as inactive or inconclusive. Potency means the concentration at half of the fitted maximal effect. An excerpt (hit frequency here may not be typical).

SMILES | ATXN2 expr inh | Nrf2 inh | S2 tox | EPAC2 antagonist | HepG2 viability | A549 viability | MCF10A rereplic | Nrf2 ARE act | TGFb inhibitor
O=C(O)Cn1c(=O)cnc2ccccc21 | -4% | 15% | i | 12% | 3% | 1% | 0% | 0.3% | 0%
Cc1cc(C)c2[nH]c(=O)c(CN(Cc3ccccc3)C(=S)NCCCN(C)C)cc2c1 | -33% | -25% | i | -2% | -32% | ? | -4% | -0.4% | 7%
COC(=O)c1ccc(N/C(C)=C/C(=O)c2ccc(C)o2)cc1 | 3% | 0% | i | -2% | -16% | -19% | -2% | 2.9% | -1%
CCc1noc(C)c1C(=O)N1CCCC(CCC(=O)NCc2ccc(F)c(F)c2)C1 (configuration not stated) | 14% | 1% | i | 4% | 4% | -4% | 0% | -0.6% | 0%
O=C(Oc1ccc(Cl)cc1)c1ccc(N2CCOCC2)c([N+](=O)[O-])c1 | -6% | 12% | i | 3% | -23% | -6% | -8% | -0.6% | -23%
CC(C)NC(=O)Nc1cccc2c1O[C@H](CN(C)S(C)(=O)=O)[C@@H](C)CN([C@H](C)CO)C2=O | 4% | 8% | i | -4% | 2% | 0% | 3% | -1.3% | 4%
CC(=O)c1ccc(NC(=O)COCc2cc(-c3ccc(F)cc3)on2)cc1 | nt | 12% | nt | nt | -12% | 0% | nt | 0.1% | 3%
O=C(COc1ccc(Cl)cc1)NCCNc1ccc([N+](=O)[O-])cc1 | nt | 5% | i | 19% | -31% | -13% | -3% | -0.6% | 1%
CC(=O)Cn1ncc(N(C)Cc2ccccc2)c(Cl)c1=O | 33% | 1% | i | -1% | -5% | -3% | 1% | 3.5% | 0%
COc1ccc(CNC(=S)Nc2ccc(OC)cc2)cc1 | 11% | -12% | i | 3% | -4% | 6% | 6% | 2.3% | 25%
COc1cc(CNCCN(C)C)c(Br)cc1OCC(=O)NCc1ccccc1 | -4% | -2% | i | -1% | -14% | 3% | ? | -0.3% | -11%
Cc1cn([C@H]2C[C@H](O)[C@@H](/C=C/C(=O)NCCc3cccnc3)O2)c(=O)[nH]c1=O | 3% | nt | i | 5% | -3% | nt | nt | 0.2% | -3%
CCC(=O)NCCc1nc2cc(NC(=O)c3ccccc3OC)ccc2n1C | 17% | -16% | i | 14% | -1% | 0% | -13% | 2.2% | -1%
CC[C@@](C)(NS(=O)(=O)OCC(Cl)(Cl)Cl)c1ccccc1 | -8% | 3% | i | -19% | -9% | 0% | 9% | -0.9% | -16%
O=S(=O)(NCc1ccccc1)c1ccc(S(=O)(=O)N(Cc2ccccn2)C2CCCC2)cc1 | -22% | ? | ? | -8% | -36% | -20% | ? | -0.5% | ?

Part of the list above, tab-delimited:
Molecule	ATXN2 expr inh	Nrf2 inh	S2 tox	EPAC2 antagonist	HepG2 viability	A549 viability	MCF10A rereplic	Nrf2 ARE act	TGFb inhibitor
CC(C)NC(=O)Nc1cccc2c1O[C@H](CN(C)S(C)(=O)=O)[C@@H](C)CN([C@H](C)CO)C2=O	4%	8%	i	-4%	2%	0%	3%	-1.3%	4%
CC(=O)Cn1ncc(N(C)Cc2ccccc2)c(Cl)c1=O	33%	1%	i	-1%	-5%	-3%	1%	3.5%	0%
COc1ccc(CNC(=S)Nc2ccc(OC)cc2)cc1	11%	-12%	i	3%	-4%	6%	6%	2.3%	25%

Next part:
SMILES | ATXN2 expr inh | Nrf2 inh | S2 tox | EPAC2 antagonist | HepG2 viability | A549 viability | MCF10A rereplic | Nrf2 ARE act | TGFb inhibitor
CCCCN(C=O)c1c(CC)nc2c(OCC(=O)N3CCOCC3)cccn12 | 1% | nt | i | 1% | -33% | nt | nt | -0.4% | 5%
COc1cccc(-c2nnc(SCC(=O)Nc3ccc(S(N)(=O)=O)cc3)n2C)c1 | -1% | 1% | i | 7% | 1% | -21% | -1% | -0.7% | -2%
O=C(c1ccco1)N1CCN=C1SCc1ccc(F)cc1 | 5% | ? | i | -8% | -2% | -4% | -6% | 1.0% | 4%
CCOc1ccccc1OCC(=O)Nc1ccc(Cl)cc1Cl | -13% | -5% | i | -2% | -16% | -7% | -19% | 3.0% | 6%
Cc1c(NC(=O)c2cc(-c3ccc(F)cc3)on2)c(=O)n(-c2ccccc2)n1C | 0%&11% | -5%&11% | i | -3% | 3%&-3% | -2%&-4% | -2% | 0.3%&1.1% | -13%&-19%
CCN(CC1CCCO1)C(=O)c1cc(COc2ccccc2SC)on1 (configuration not stated) | 43%[activator] | ? | i | -5% | 0% | 2% | 15% | 6.8% | 14%
CCO[C@@H]1OC(C(=O)N2CCOCC2)=C[C@H](c2ccccc2)[C@H]1CCCO | -7% | -10% | i | -5% | 6% | -9% | ? | 1.6% | 5%
COc1ccc(OC)c(C2CC(=O)C3=C(C2)NC(=O)CC3c2ccc(O)c(OC)c2)c1 (configuration not stated) | 0% | nt | i | -8% | 1% | -6% | -1% | 0.3% | 44%[activator]
Cn1c(=O)c2c(nc(Oc3ccc4c(c3)OCO4)n2Cc2ccc(F)cc2)n(C)c1=O | -4% | 2% | i | 2% | 3% | -3% | -3% | -0.4% | -19%
COc1ccc(NC(=O)CN2C(=O)NC3(CCCC3)C2=O)c(OC)c1 | -7% | -10% | i | -1% | -5% | 0% | 0% | -0.5% | -12%
COc1cc(CN2CCC(C(=O)N3CCN(c4ccccc4F)CC3)CC2)ccc1O | -5% | -11% | i | -1% | -27% | nt | 11% | 2.9% | -6%
COc1cc(C(=O)N(C)CCOc2ccccc2)ccc1OCC(=O)Nc1cccc(C(F)(F)F)c1 | ? | ? | ? | -16% | -9% | -19% | ? | 4.7% | ?
Cc1cccc(N(Cc2ccccc2F)S(C)(=O)=O)c1 | 4% | 28% | i | 8% | 3% | ? | -4% | 0.0% | 8%
CN(C)C(=O)C1(c2ccccc2)CCN(S(=O)(=O)c2ccccc2)CC1 | -16% | nt | i | -18% | -4% | 3% | 0% | -0.4% | -3%
COc1ccccc1N1CCN(S(=O)(=O)c2ccc3c(c2)NC(=O)CS3)CC1 | nt | 7% | i | -3% | -8% | -4% | ? | 0.7% | ?
COC(=O)/C(=C/c1ccccc1)NC(=O)c1ccco1 | -1% | -3% | i | 5% | -2% | 8% | 10% | -0.9% | 1%
COc1cc(C(=S)N2CCN(C(c3ccccc3)c3ccccc3)CC2)cc(OC)c1O | -16% | -7% | ? | -7% | -46% | -1% | ? | 0.8% | ?
CC(C)CCNC(=O)NC(=O)COc1ncnc2sccc12 | -3% | 3% | i | 2% | -1% | 0% | 4% | 2.3% | -9%
O=C(NCc1ccc2c(c1)CCN2C(=O)c1ccccc1)c1ccco1 | nt | nt | nt | nt | -10% | 6% | nt | 0.3% | 24%
CC1CCN(C(=O)c2ccc(SCc3ccccc3F)c([N+](=O)[O-])c2)CC1 | -17% | -8% | ? | 0% | 9% | -8% | -2% | -0.7% | 2%
O=C(NCCOc1ccccc1Cl)C(=O)c1c[nH]c2ccccc12 | 3% | 5% | nt | -4% | -19% | -9% | ? | 7.9% | ?
COc1cc(OC)cc(C(=O)Nc2c(C)nn(-c3ccccc3)c2C)c1 | 0% | -1% | i | 0% | 4% | 2% | 13% | 1.9% | -3%
O=C(COC(=O)c1cccc(Br)c1)Nc1cccc(S(=O)(=O)N2CCCCC2)c1 | nt | nt | i | -7% | 2% | nt | nt | -0.2% | 14%
NC(=O)c1cc(C(=O)Cc2ccccc2)c[nH]1 | 8% | 12% | i | -9% | 6% | 2% | -1% | -0.9% | 7%
Cc1cc(C)n2cc(CSc3ccc(Br)cc3)nc2n1 | 6% | 5% | i | -14% | -26% | 11% | 17% | 4.0% | 0%
CCOC(=O)C1CCCN(C(=O)c2sc(-c3ccccc3)nc2C)CC1 (configuration not stated) | 5% | nt | i | 1% | -4% | nt | nt | 0.2% | 1%
Cc1cccc(OCc2n[nH]c(=S)n2Cc2ccccc2)c1 | nt | -2% | i | -21% | -15% | 0% | 2% | -0.4% | -17%
Cc1ccc(S(=O)(=O)N2CCc3cc4c(cc3C2C)OCCCO4)cc1 (configuration not stated) | 0% | ? | i | -4% | -3% | 7% | ? | -0.6% | -2%
CC1(C(=O)NS(=O)(=O)c2cccc(OC(F)F)c2)CCN1C(=O)COc1ccc(Cl)cc1 (configuration not stated) | 6% | nt | i | 8% | 5% | nt | nt | -0.8% | -2%
COc1ccc(NC(=O)CSc2nnnn2-c2ccc(F)cc2)cc1 | 7% | 4% | i | 2% | -1% | -6% | 2% | 0.4% | 0%
Cn1c(=O)c2c(n(Cc3ccccc3)c1=O)NC(=O)C2CC(=O)O (configuration not stated) | -2% | -25% | i | 7% | -10% | -4% | ? | -0.7% | 1%
CCCCNC(=O)NS(=O)(=O)c1ccc(C(=O)OC)o1 | -11% | nt | i | -2% | 17% | 3% | -3% | 2.0% | 12%
CCOC(=O)C1(CCc2ccccc2)CCN(Cc2nccn2CC)CC1 | -23%[11.3 µM] | 6% | i | 6% | -1% | 8% | 20% | 4.4% | ?
CN(C)S(=O)(=O)Nc1ccc2c(c1)Cc1ccccc1-2 | 42%[activator] | ? | i | -2% | -4% | 1% | 2% | 3.0% | 2%
COC(=O)C1=CN(c2cccc(C)c2)C=C(C(=O)OC)C1c1cc(OC)c(O)c([N+](=O)[O-])c1 | 6% | ? | i | -5% | -13% | ? | 624%[0.0737 µM] | 0.1% | -14%
COc1ccc(NC(=O)CN2C(=O)NC(C)(C3CC3)C2=O)c(OC)c1 (configuration not stated) | nt | -7% | i | 16% | -2% | -17% | 0% | -0.6% | 5%
COc1ccc(NC2=Nc3ccccc3CC2)cc1 | -9% | ? | i | 15% | -6% | 6% | 0% | 2.3% | -1%
CCn1c(SCC(=O)Nc2cccc(C)c2)nc2ccccc2c1=O | -3% | ? | i | 2% | -22% | 1% | 14% | 0.3% | 0%
O=C(C1CCN(S(=O)(=O)c2cccc3cccnc23)CC1)N1CCN(Cc2ccccc2)CC1 | -17% | -1% | i | -5% | -4% | 7% | -1% | 0.1% | 0%
Cc1ccc(N(C)S(=O)(=O)c2c(C)noc2/C=C/N(C)C)cc1 | nt | 4% | ? | -14% | -28% | 0% | ? | -0.5% | -28%
COc1cc(/C=N/NC2=NS(=O)(=O)c3ccccc32)ccc1OC(C)=O | -1% | 0% | i | 17% | -36% | 0% | 4% | -0.1% | -17%
